Assay outcomes from PubChem.
POLH inh: blocks human DNA polymerase eta activity | Potency, µM (highest dose often 114 µM), without a hit: at the top dose activity change, negative = inhibition, hits mostly inhibitors | 390,000 compounds, 1.2% hits | Q9Y253 | recombinant Pol eta, fluorescent DNA replication assay | AID 588591; also: % is scaled to controls: 0 for no effect and ±100 for the full control effect
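Pol eta at 10 nM preincubated with compounds 15 min at room temperature; reaction started with fluorescent substrate (50 nM final) and read kinetically at 0 and 10 min.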
G9a inh: blocks human histone lysine methyltransferase G9a; Q96KQ7; 350,000 compounds, 8.8% hits; AID 504332; G9a H3K9 monomethylation, AlphaScreen, 2 h; Potency, µM (top dose mostly 102 µM), without a hit: at the highest dose activity, negative = inhibition, most hits filed as inhibitors; also: % is scaled to controls: 0 for no effect and ±100 for the full control effect; nearly all actives have a fitted effect of over 75% in size
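AlphaScreen detection with an anti-monomethyl H3K9 antibody quantified product after a 2 h room-temperature reaction containing 500 nM biotinylated H3K9 peptide, 20 µM SAM and 20 nM enzyme, which had been preincubated 15 min with compound.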
APEX1 inh: inhibitors of human APE1 endonuclease; 350,000 compounds, 0.35% hits; recombinant APE1, TAMRA/BHQ-2 abasic DNA cleavage fluorescence; P27695; Potency, µM (doses to about 65.8 µM), without a hit: at the highest dose activity change, negative = inhibition, usual class: inhibitors; AID 2517;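 also: plate controls were vehicle for no effect and reference inhibitor for full effect; nearly all actives have a fitted effect of over 55% in size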
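Quantitative HTS: incision of a TAMRA/BHQ-2 double-stranded substrate bearing a tetrahydrofuran abasic site by 0.75 nM APE1 raises fluorescence. Substrate 50 nM final, added after 15 min compound preincubation at room temperature; progress as third-minus-first kinetic read difference.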
Pol iota inh: blocks human DNA polymerase iota activity | Pol iota fluorescent replication assay, 10 min | Potency, µM (top dose mostly 115 µM), for inactives: at the highest dose activity, negative = inhibition, hits mostly inhibitors | 390,000 compounds, 1% hits | Q9UNA4
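Fluorescent replication assay read twice, at 0 min and 10 min after adding 50 nM (final) substrate. Enzyme (10 nM) and compounds were first incubated 15 min at room temperature; enzyme-free buffer wells were negative controls.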
BLM inh: Bloom syndrome helicase (human) inhibition. Potency, µM (top dose mostly 56.1 µM), for inactives: at the top dose activity change, negative = inhibition, most hits filed as inhibitors. P54132. recombinant BLM DNA unwinding, fluorescence dequenching. AID 2528. 350,000 compounds, 0.2% hits;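 also: plate controls were vehicle for no effect and no enzyme for full effect; nearly all actives have a fitted effect of over 35% in size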
Pol beta inh: DNA polymerase beta (human) inhibition. Potency, µM (highest dose often 114 µM), for the others: at the top dose activity change, negative = inhibition, hits mostly inhibitors. P06746. Pol beta primer extension/strand displacement, fluorescence kinetic. 340,000 compounds, 1.3% hits. AID 485314; also: % is scaled to controls: 0 for no effect and ±100 for the full control effect
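Kinetic readout of DNA synthesis with strand displacement by Pol beta. Compound and 10 nM enzyme sit 15 min at room temperature; 50 nM substrate starts the reaction, read immediately and at 10 min.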
BAZ2B block: inhibitors of human BAZ2B bromodomain; 360,000 compounds, 4.4% hits; Q9UIF8; AID 504333; Potency, µM (doses to about 114 µM), without a hit: top-dose activity change, negative = inhibition, actives largely listed as inhibitors; AlphaScreen BAZ2B-H3K14Ac peptide displacement; also: % is scaled to controls: 0 for no effect and ±100 for the full control effect; nearly all actives have a fitted effect of over 60% in size
Target sequence (Q9UIF8 whole entry, looked up): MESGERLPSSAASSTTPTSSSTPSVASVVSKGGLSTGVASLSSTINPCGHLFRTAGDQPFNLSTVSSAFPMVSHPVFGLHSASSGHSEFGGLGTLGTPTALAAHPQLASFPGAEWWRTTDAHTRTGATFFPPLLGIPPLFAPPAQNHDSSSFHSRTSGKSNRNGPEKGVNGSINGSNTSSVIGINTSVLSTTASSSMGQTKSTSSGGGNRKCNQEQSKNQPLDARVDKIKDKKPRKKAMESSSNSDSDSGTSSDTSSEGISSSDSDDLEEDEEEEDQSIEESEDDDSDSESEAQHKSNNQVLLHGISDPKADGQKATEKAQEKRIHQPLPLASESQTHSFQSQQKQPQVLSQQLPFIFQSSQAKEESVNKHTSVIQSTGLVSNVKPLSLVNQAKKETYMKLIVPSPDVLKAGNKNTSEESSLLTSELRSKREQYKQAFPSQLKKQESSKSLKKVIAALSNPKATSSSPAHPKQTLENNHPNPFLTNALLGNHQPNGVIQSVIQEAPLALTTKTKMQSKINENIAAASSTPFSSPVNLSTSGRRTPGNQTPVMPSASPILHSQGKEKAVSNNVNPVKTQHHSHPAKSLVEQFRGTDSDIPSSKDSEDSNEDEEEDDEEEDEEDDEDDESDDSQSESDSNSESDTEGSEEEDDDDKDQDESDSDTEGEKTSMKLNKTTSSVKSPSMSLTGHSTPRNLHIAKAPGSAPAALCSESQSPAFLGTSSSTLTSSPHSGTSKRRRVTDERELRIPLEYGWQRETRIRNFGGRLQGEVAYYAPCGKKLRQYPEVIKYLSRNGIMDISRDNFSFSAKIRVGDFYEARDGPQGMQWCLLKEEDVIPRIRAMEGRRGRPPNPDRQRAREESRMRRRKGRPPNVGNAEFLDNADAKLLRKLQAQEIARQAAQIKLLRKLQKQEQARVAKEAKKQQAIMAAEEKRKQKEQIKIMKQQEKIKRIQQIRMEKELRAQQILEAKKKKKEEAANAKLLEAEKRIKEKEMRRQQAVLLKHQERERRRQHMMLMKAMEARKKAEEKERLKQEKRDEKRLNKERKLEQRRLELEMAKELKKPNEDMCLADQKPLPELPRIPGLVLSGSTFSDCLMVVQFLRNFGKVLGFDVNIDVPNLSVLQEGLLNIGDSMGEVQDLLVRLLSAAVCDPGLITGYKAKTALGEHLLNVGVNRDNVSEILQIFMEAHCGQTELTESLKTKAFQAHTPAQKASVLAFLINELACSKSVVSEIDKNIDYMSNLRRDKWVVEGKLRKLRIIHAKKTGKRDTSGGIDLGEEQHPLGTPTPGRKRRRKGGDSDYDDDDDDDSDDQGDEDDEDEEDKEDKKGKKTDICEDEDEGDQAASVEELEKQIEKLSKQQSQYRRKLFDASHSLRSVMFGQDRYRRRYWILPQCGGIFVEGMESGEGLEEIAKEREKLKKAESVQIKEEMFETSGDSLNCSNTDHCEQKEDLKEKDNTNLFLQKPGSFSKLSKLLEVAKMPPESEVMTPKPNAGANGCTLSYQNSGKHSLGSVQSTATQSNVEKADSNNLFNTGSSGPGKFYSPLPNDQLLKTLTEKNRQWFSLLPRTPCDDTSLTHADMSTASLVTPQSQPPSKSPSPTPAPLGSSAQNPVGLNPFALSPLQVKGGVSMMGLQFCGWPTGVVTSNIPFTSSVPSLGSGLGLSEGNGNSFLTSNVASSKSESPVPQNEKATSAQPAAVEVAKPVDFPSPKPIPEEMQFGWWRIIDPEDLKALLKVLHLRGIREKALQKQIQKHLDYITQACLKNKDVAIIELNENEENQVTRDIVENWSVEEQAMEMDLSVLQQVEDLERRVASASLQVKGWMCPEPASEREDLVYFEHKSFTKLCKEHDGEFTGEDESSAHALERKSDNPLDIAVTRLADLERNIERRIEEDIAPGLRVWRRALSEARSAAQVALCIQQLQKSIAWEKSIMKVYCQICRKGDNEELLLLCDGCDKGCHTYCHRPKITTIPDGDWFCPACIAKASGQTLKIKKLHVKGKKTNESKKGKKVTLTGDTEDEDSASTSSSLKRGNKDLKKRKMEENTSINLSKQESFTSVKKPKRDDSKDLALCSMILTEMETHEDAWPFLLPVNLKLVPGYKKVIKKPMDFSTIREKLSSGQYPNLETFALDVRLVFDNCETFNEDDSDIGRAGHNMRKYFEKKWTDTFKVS
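AlphaScreen luminescence quantifies BAZ2B engagement of H3K14Ac peptide; the protein and biotinylated peptide are both at 50 nM final, buffer PBS pH 7.4 with 0.01% Tween-20, all steps at room temperature.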
Apoferritin bind: binds horse apoferritin like a general anesthetic; P02791; apoferritin/1-aminoanthracene competitive binding, fluorescence; Potency, µM (highest dose often 77.5 µM), inactives show at the highest dose activity change, negative = displacement, usual class: inhibitors; 350,000 compounds, 0.074% hits; also: % is scaled to controls: 0 for no effect and ±100 for the full control effect; nearly all actives have a fitted effect of over 20% in size
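Horse-spleen apoferritin (10 uM) was mixed with 50% saturated 1-aminoanthracene in PBS, exposed to compounds for 10 min at room temperature, and read for fluorescence (ex 380 nm, em 535 nm). Competitive displacement was fitted with a four-parameter Hill equation.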
POLK inh: blocks human DNA polymerase kappa activity | purified Pol kappa, fluorescent DNA synthesis assay, 10 min | Potency, µM (highest dose often 107 µM), for inactives: at the top dose activity, negative = inhibition, actives largely listed as inhibitors | 400,000 compounds, 0.53% hits | Q9UBT6; also: % is scaled to controls: 0 for no effect and ±100 for the full control effect
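10 nM Pol kappa preincubated 15 min at room temperature with compounds, then reaction started with substrate at 50 nM final. Fluorescence read kinetically at 0 and 10 min; buffer-only wells served as negative control.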
Numbers without * were called inactive; [ ] = dose if it differs, or a comment. Calls follow the shape of the dose curve; as a rule, active = well fitted curve in the direction sought with a large enough effect; inconclusive = small, poorly fitted or top-dose-only effect, or another doubt; inactive = no such curve, though single readings can be large; an effect the other way counts as inactive or inconclusive. Potency is read from the fitted curve at half-maximal effect. This is a subset; count on the stated rates, not on these rows.

For O=C(CCNS(=O)(=O)c1ccc2c(c1)CCN2C(=O)C1CC1)Nc1ccc(OC(F)(F)F)cc1 the results were POLH inh 1%, G9a inh -15%[59 µM], Pol iota inh inconclusive, BLM inh -6%, Pol beta inh 1%, BAZ2B block -11%, Apoferritin bind -10% and POLK inh -2%[60.1 µM].
`Cc1ccc(-c2noc(-c3ccccc3C(=O)N3CCOCC3)n2)cc1` gave POLH inh 0%, G9a inh 11%[59 µM], APEX1 inh -1%, Pol iota inh 31%[activator], BLM inh -1%, Pol beta inh 11%, BAZ2B block 1%, Apoferritin bind -5% and POLK inh -5%.
`CCCn1c(CCC(=O)Nc2ccc(C)c(Cl)c2)nc2cccnc21` gave POLH inh -8%, G9a inh -5%[59 µM], Pol iota inh 29%, BLM inh -1%, Pol beta inh 0%, BAZ2B block -7%, Apoferritin bind -4% and POLK inh -13%.
OCCC1CN(Cc2cccn2-c2ncccn2)CCN1C1CCCC1 (stereo unspecified) was read as POLH inh 1%, G9a inh 10%, APEX1 inh 9%, Pol iota inh 15%, BLM inh -4%, Pol beta inh 25%, BAZ2B block 23%, Apoferritin bind -5% and POLK inh -2%.
For COCCNc1nnc(SCC(=O)N(C)c2c(N)n(Cc3ccccc3)c(=O)[nH]c2=O)s1 the results were POLH inh -17%, G9a inh 22µM*, APEX1 inh 13%, Pol iota inh 13%, BAZ2B block -1% and POLK inh -13%.
For COc1ccc(C2C(C(=O)Nc3ccccc3OC)=C(C)Nc3nnnn32)c(OC)c1 (stereo unspecified) the results were POLH inh -7%, G9a inh -47%, APEX1 inh 0%, Pol iota inh 4%, BLM inh 6%, Pol beta inh 29%, BAZ2B block -6%, Apoferritin bind -13% and POLK inh 8%.
Screening Cc1cccc(NC(=O)c2cccc(S(=O)(=O)NCc3ccccc3)c2)n1 returned POLH inh -18%, G9a inh -30%, APEX1 inh 46%[activator], Pol iota inh 21%, BAZ2B block -1% and POLK inh -1%.
`O=C1CC(c2ccccc2)Sc2ccccc2N1` (stereo unspecified) gave POLH inh 0%, G9a inh 45µM*, APEX1 inh -5%, Pol iota inh 13%, BLM inh -3%, Pol beta inh -9%, BAZ2B block -2%, Apoferritin bind -14% and POLK inh -11%.
For O=C(Cn1c2ncccc2c(=O)n1-c1ccccc1)Nc1cccc(C(F)(F)F)c1 the results were POLH inh -19%, G9a inh 34%[59 µM], Pol iota inh -8%, BLM inh -12%, Pol beta inh inconclusive, BAZ2B block 6%, Apoferritin bind 4% and POLK inh -26%.
O=c1c(-c2ccc(Cl)cc2)c(C(F)(F)F)oc2c(CN3CCCCC3)c(O)ccc12 was read as POLH inh 0%, G9a inh -25%[59 µM], Pol iota inh -10%, BLM inh -2%, Pol beta inh 7%, BAZ2B block -17%, Apoferritin bind 12% and POLK inh -13%.
CCS(=O)(=O)c1ccc(C(=O)Nc2ccccc2)c(Cl)c1Cl was read as POLH inh -12%, G9a inh -20%, APEX1 inh -10%, Pol iota inh -14%, BLM inh 2%, Pol beta inh 5%, BAZ2B block -2%, Apoferritin bind -18% and POLK inh 3%.
`CCSc1nnc(NC(=O)CCN2C(=O)C3CCCCC3C2=O)s1` (stereo unspecified) gave POLH inh -8%, G9a inh 17%[12.7 µM], APEX1 inh 0%, Pol iota inh -28%, BAZ2B block -2% and POLK inh 4%.
Screening CCN(CC)C(=O)Cn1cc(S(=O)(=O)CC(=O)Nc2ccc(C(N)=O)cc2)c2ccccc21 returned POLH inh -8%, G9a inh 45µM*, APEX1 inh 21%, Pol iota inh inconclusive, BLM inh 3%, Pol beta inh 37%, BAZ2B block -23%, Apoferritin bind -17% and POLK inh 5%.
`O=C(NC(Cc1c[nH]c2ccccc12)C(=O)N1CCOCC1)c1cccs1` (stereo unspecified) gave POLH inh 4%, G9a inh -6%, APEX1 inh 1%, Pol iota inh 12%, BLM inh -1%, Pol beta inh 2%, BAZ2B block -13%, Apoferritin bind -8% and POLK inh -13%.
Screening N#Cc1ccc(-c2ccc(F)cc2)nc1Sc1ccc(F)cc1 returned POLH inh 2%, G9a inh 21%, APEX1 inh -3%, Pol iota inh 12%, BLM inh -3%, Pol beta inh 13%, BAZ2B block 7%, Apoferritin bind -7% and POLK inh -8%.
Screening S=C(NC1CCCCC1)N1CCN(Cc2ccccc2)CC1 returned POLH inh -13%, G9a inh 6%[59 µM], APEX1 inh 1%, Pol iota inh 12%, BLM inh 2%, Pol beta inh 14%, BAZ2B block -4%, Apoferritin bind -6% and POLK inh -5%.
COC(=O)COc1cccc2c(=O)n(CC(=O)NCCc3ccccc3)ccc12 was read as POLH inh -13%, G9a inh 16%, APEX1 inh 15%, Pol iota inh 54%[activator], BLM inh 4%, Pol beta inh 18%, BAZ2B block 4%, Apoferritin bind 8% and POLK inh -6%.
`COc1ccc(-c2nnc(SCC(=O)NCCc3ccc(OC)c(OC)c3)nc2-c2ccc(OC)cc2)cc1` gave POLH inh inconclusive, G9a inh 8.9µM*, Pol iota inh -10%, BLM inh -15%, Pol beta inh 19%, BAZ2B block inconclusive, Apoferritin bind inconclusive and POLK inh -11%.
Screening O=C(Nc1ccc(N2CCCC2)cc1)c1ccc(Br)o1 returned POLH inh -12%, G9a inh 2.2µM*, APEX1 inh -4%, Pol iota inh 34%[activator], BLM inh -8%, Pol beta inh 30%, BAZ2B block inconclusive, Apoferritin bind inconclusive and POLK inh -5%.
Screening CCCC(=O)Nc1nc(C)c(-c2csc(Nc3ccccc3C)n2)s1 returned POLH inh -13%, G9a inh 11µM*, APEX1 inh -3%, Pol iota inh 47%, BLM inh -2%, Pol beta inh -4%, BAZ2B block inconclusive, Apoferritin bind inconclusive and POLK inh -6%.
For COC(=O)c1ccc(OCC(O)CN(CCO)CC(O)Cn2ccc3ccccc32)cc1 (stereo unspecified) the results were POLH inh -19%, G9a inh 2%, APEX1 inh 3%, Pol iota inh 65%[activator], BLM inh 0%, Pol beta inh 9%, BAZ2B block -31%, Apoferritin bind -8% and POLK inh 2%.
Cn1cc(S(=O)(=O)N2CCCC2)cc1C(=O)Nc1cccc(C(F)(F)F)c1 was read as POLH inh -2%, G9a inh 17%[0.0925 µM], APEX1 inh 6%, Pol iota inh 31%[activator], BLM inh -1%, Pol beta inh 35%, BAZ2B block -5%, Apoferritin bind -3% and POLK inh 1%.
`NC(=O)CC(NC(=O)c1ccccc1)c1ccc(N2CCC(N3CCCC3)CC2)c([N+](=O)[O-])c1` (stereo unspecified) gave POLH inh -25%, APEX1 inh 3%, Pol iota inh 22%, BLM inh 2%, Pol beta inh 12%, BAZ2B block -6%, Apoferritin bind -11% and POLK inh -3%.
For Cc1occc1-c1nnc(-c2cc([N+](=O)[O-])cc([N+](=O)[O-])c2)o1 the results were POLH inh -40%, G9a inh 32µM*, APEX1 inh 12%, Pol iota inh 6%, BLM inh 3%, Pol beta inh inconclusive, BAZ2B block inconclusive, Apoferritin bind 22µM* and POLK inh -9%.
CC(=O)C1=C(C)NC(=S)NC1c1cccc([N+](=O)[O-])c1 (stereo unspecified) was read as POLH inh -22%, G9a inh -5%, APEX1 inh -7%, Pol iota inh 120%[activator], BLM inh 1%, Pol beta inh 1%, BAZ2B block -7%, Apoferritin bind -5% and POLK inh 4%.
`O=C(Nc1nc2ccc(Cl)cc2s1)c1ccc(N2CCCCC2)c([N+](=O)[O-])c1` gave POLH inh 0%, G9a inh -17%[12.7 µM], APEX1 inh 11%, Pol iota inh -1%, BLM inh -6%, Pol beta inh 21%, BAZ2B block 3%, Apoferritin bind -4% and POLK inh -8%.
For Cc1csc(NC(=O)CSc2nnc(C)c(=O)n2N)n1 the results were POLH inh -18%, G9a inh 10%[59 µM], APEX1 inh 7%, Pol iota inh 3%, BLM inh -14%, Pol beta inh -3%, BAZ2B block -1%, Apoferritin bind -1% and POLK inh 5%.
Screening Cc1ccc(CC2CC(=O)N(c3ccc(C)cc3)C2=O)cc1 (stereo unspecified) returned POLH inh -21%, G9a inh 7%, APEX1 inh -7%, Pol iota inh 14%, BLM inh -4%, Pol beta inh 8%, BAZ2B block -14%, Apoferritin bind -10% and POLK inh -9%.
`CCN(C(=O)CSc1nnc(COc2ccccc2F)n1N)C1CCS(=O)(=O)C1` (stereo unspecified) gave POLH inh -15%, G9a inh 34%, APEX1 inh 61%[activator], Pol iota inh 3%, BLM inh 0%, Pol beta inh 25%, BAZ2B block 20%, Apoferritin bind 1% and POLK inh -9%.
For CC(C)(Oc1ccc(Br)cc1)C(=O)N1CCc2ccccc21 the results were POLH inh -3%, G9a inh 9%[2.33 µM], APEX1 inh -2%, Pol iota inh 2%, BLM inh -8%, Pol beta inh -7%, BAZ2B block 14%, Apoferritin bind -16% and POLK inh -31%.
Screening COc1cccc(/C=C2\C=C(c3ccc(C)cc3)OC2=O)c1OC(C)=O returned POLH inh 2%, G9a inh -19%, APEX1 inh 9%, Pol iota inh 3%, BLM inh -11%, Pol beta inh 18%, BAZ2B block 14%, Apoferritin bind -9% and POLK inh -16%.
CCN(CC)S(=O)(=O)c1ccc(/C=C/C(=O)OCC(=O)NCc2cccs2)cc1 was read as POLH inh 4%, G9a inh -10%[59 µM], APEX1 inh 12%, Pol iota inh 1%, BAZ2B block 2% and POLK inh -9%.

Three structures from above, ordered by length of the SMILES, smallest number first:
Screening O=C(Nc1ccc(N2CCCC2)cc1)c1ccc(Br)o1 returned POLH inh -12%, G9a inh 2.2µM*, APEX1 inh -4%, Pol iota inh 34%[activator], BLM inh -8%, Pol beta inh 30%, BAZ2B block inconclusive, Apoferritin bind inconclusive and POLK inh -5%.
Screening COc1cccc(/C=C2\C=C(c3ccc(C)cc3)OC2=O)c1OC(C)=O returned POLH inh 2%, G9a inh -19%, APEX1 inh 9%, Pol iota inh 3%, BLM inh -11%, Pol beta inh 18%, BAZ2B block 14%, Apoferritin bind -9% and POLK inh -16%.
For COC(=O)c1ccc(OCC(O)CN(CCO)CC(O)Cn2ccc3ccccc32)cc1 (stereo unspecified) the results were POLH inh -19%, G9a inh 2%, APEX1 inh 3%, Pol iota inh 65%[activator], BLM inh 0%, Pol beta inh 9%, BAZ2B block -31%, Apoferritin bind -8% and POLK inh 2%.
